Screening results as filed in PubChem BioAssay.
SENP1 inh – blocks the human SENP1 SUMO protease catalytic domain; Q9P0U3; recombinant SENP1 catalytic domain, CyPet-SUMO1-YPet FRET cleavage; inhibition, % at 10 µM; actives 0.21% (n = 360,000); AID 624204;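 active = inhibition at least 30% at 10 µM, raw YFP signal under a set limit, fluorescence ratio 0.5 to 1.5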;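 also: 0% = enzyme with DMSO and 100% = no enzyme wells; some results filed as inactive read as strong as hits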
Target sequence (Q9P0U3 419-644 limits assumed): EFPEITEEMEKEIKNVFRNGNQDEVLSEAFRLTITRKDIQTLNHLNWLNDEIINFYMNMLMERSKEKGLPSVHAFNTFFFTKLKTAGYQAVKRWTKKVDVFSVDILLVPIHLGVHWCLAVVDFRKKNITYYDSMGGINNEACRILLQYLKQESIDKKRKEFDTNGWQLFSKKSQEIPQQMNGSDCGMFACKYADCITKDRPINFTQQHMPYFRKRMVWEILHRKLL
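Assay system – human recombinant His6-tagged SENP1 catalytic domain enzyme · Input – SENP1 enzyme, 20 pM final · Buffer or medium – Tris pH 8 buffer plus EDTA, NaCl, BME, BSA, NP40, catalase · Schedule – 50 min reaction at room temperature · Technique – FRET read of cyan and yellow fluorescence · Control set – no-enzyme wells low, DMSO-plus-enzyme wells high control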
hIAP activ – human IAP activation; P09923; purified human IAP, CDP-Star luminescence, 30 min; hits give high values; 1 = vehicle-only enzyme, 0 = enzyme-free background; activation factor at 10 µM; actives 0.16% (n = 330,000); AID 2524;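 active = activation factor of the enzyme at least 2-fold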; also: the source names both 10 and 20 µM as test concentration; values of inactives mirror those of a sister screen read the other way
Target sequence (P09923 whole entry, looked up): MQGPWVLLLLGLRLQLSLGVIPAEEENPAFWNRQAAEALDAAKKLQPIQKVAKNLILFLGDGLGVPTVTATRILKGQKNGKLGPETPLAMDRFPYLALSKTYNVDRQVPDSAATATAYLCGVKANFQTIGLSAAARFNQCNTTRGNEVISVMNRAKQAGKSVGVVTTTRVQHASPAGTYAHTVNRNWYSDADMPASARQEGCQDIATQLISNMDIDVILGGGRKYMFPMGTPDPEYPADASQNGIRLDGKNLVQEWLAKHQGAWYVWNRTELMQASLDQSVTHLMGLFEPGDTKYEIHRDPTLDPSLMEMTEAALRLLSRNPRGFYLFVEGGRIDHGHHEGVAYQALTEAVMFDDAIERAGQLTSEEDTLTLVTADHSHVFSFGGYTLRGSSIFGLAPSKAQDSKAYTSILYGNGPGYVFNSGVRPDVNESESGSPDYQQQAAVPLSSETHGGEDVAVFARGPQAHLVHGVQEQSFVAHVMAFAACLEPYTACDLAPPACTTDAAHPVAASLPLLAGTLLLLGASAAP
A3A deaminase – blocks human APOBEC3A ssDNA deamination | actives 0.41% (n = 330,000) | inhibition, % at 20 µM | recombinant A3A, FAM/TAMRA ssDNA deamination fluorescence | P31941;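 active = at least 40% inhibition at 20 µM here, with at most 30% in a related deaminase screen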;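 also: plate controls were A3A with DMSO for no effect and wells lacking A3A enzyme for full effect; some results filed as inactive read as strong as hits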
Target sequence (P31941 whole entry, looked up): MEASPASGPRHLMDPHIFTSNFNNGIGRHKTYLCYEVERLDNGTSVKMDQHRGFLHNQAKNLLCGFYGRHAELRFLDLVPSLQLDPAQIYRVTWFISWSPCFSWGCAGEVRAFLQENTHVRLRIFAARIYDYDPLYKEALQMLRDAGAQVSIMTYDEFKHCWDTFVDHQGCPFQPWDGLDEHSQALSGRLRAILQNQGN
mIAP act – mouse IAP activation | muIAP, CDP-Star luminescence, 30 min; hits give high values; 1 = vehicle-only enzyme signal, 0 = enzyme-free wells | activation factor at 10 µM | actives 0.24% (n = 330,000) | AID 2805;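 active = activation factor of at least 2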; also: the source names both 10 and 20 µM as test concentration; values of inactives mirror those of a sister screen read the other way
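Assay system: mouse IAP enzyme / Compound: DMSO-dissolved test compounds / Timing: 30 min, room temperature / Measured by: luminescence from enzymatic CDP-Star hydrolysis / Control set: DMSO-only wells, enzyme-free buffer wells as negative control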
NLRP3 yeast inh – NALP3 inhibition in yeast. actives 0.39% (n = 330,000). inhibition, % at 10 µM. Yeast reconstituted NLRP3/ASC/caspase-1, beta-gal luminescence, 24 h. AID 2825;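 active = inhibition of 50% or more; inactive = inhibition below 50%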;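 also: plate controls were induced DMSO wells for no effect and uninduced yeast grown without galactose for full effect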
hIAP inh – blocks human intestinal alkaline phosphatase. P09923. purified IAP, CDP-Star luminescence, 30 min. inhibition, % at 10 µM. actives 0.12% (n = 330,000). AID 2544;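 active = inhibition reaching a set limit with compound at 10 µM in the primary screen, cut at about 35% in these data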;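 also: plate controls were DMSO wells with enzyme for no effect and no-enzyme buffer wells for full effect; values of inactives mirror those of a sister screen read the other way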
APOBEC3G inh – APOBEC3G (human) deaminase inhibition | Q9HC16 | recombinant A3G, ssDNA deamination FAM/TAMRA fluorescence | inhibition, % at 20 µM | actives 0.28% (n = 330,000) | AID 493012;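 active = inhibition of at least 40% at 20 µM, with no more than 30% in the related APOBEC3A deaminase screen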;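 also: plate controls were DMSO wells with A3G for no effect and wells lacking A3G enzyme for full effect; some compounds called inactive have numbers as strong as hits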
MIN6 prolif – induces beta-cell replication in MIN6 cells; actives 0.29% (n = 330,000); MIN6 cells proliferation, ATPlite luminescence, 48 h; cells starved in 0.2% serum; 100% = growth in 10% serum; proliferation, % at 10 µM;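 active = compounds whose signal lies at least 3.5 SD above the mean of all wells on their plate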;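 also: 0% = DMSO-treated cells in low-serum medium and 100% = 10% serum control; some compounds called inactive have numbers as strong as hits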
mIAP block – mouse IAP inhibition. AID 2806. inhibition, % at 10 µM. actives 0.2% (n = 330,000). purified mouse IAP, CDP-Star luminescence, 30 min;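 active = inhibition of at least 40% at 10 µM in the primary screen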;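 also: plate controls were DMSO with enzyme for no effect and no enzyme wells for full effect; values of inactives mirror those of a sister screen read the other way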
* hit, by the source's call; . = not tested or not shown. Some of the compounds tested; rates above refer to the full screens.

1. CCOc1ccc(C2C(C#N)=C(N)Oc3cc(C)oc(=O)c32)cc1 (configuration not stated)
2. CCc1ccc(NC(=O)Nc2cc(C(=O)O)ccc2N2CC3CC(C2)c2cccc(=O)n2C3)cc1 (configuration not stated)
3. N#Cc1ccc(Oc2ccc(S(=O)(=O)N3CCOCC3)cn2)cc1
4. Cc1nc(N(C)C)ncc1C(=O)O
5. Cc1nc2scc(-c3ccc(C(C)(C)C)cc3)c2c(=O)n1N
6. CN1CCN(S(=O)(=O)c2ccc(Sc3nnnn3-c3ccccc3)c([N+](=O)[O-])c2)CC1
7. O=c1[nH]c(-c2ccncc2)nc2ccccc12
8. Cc1ccc(/C=C/S(=O)(=O)NCCC(=O)NCc2ccc(F)cc2)cc1
9. Cc1cccn2cc(-c3ccc(S(=O)(=O)N4CCCCC4)cc3)nc12
10. CCC(C)NC(=O)Cn1cnc2sc(C)c(S(=O)(=O)N3CCCCC3)c2c1=O (configuration not stated)
Screen / compound no. | 1 | 2 | 3 | 4 | 5 | 6 | 7 | 8 | 9 | 10
SENP1 inh | -13 | 0 | -2 | 1 | 1 | 1 | -2 | -2 | -6 | 0
hIAP activ | 0.89 | 1.2 | 0.9 | 1.2 | 0.87 | 0.97 | 0.95 | 1.2 | 0.93 | 1.1
A3A deaminase | 0 | -7 | 0 | -2 | -2 | 1 | 9 | -4 | -4 | 3
mIAP act | 0.96 | 0.99 | 0.99 | 0.99 | 0.94 | 0.93 | 0.9 | 1 | 0.94 | 1.1
NLRP3 yeast inh | -5 | 0 | 14 | -2 | 38 | 2 | 4 | 0 | -46 | 4
hIAP inh | 11 | -21 | 10 | -24 | 13 | 3 | 5 | -17 | 7 | -10
APOBEC3G inh | -5 | -6 | -5 | -8 | -7 | 0 | 58* | -9 | -9 | -2
MIN6 prolif | -1 | -2 | -3 | 1 | -2 | -6 | -3 | -1 | 3 | -1
mIAP block | 4 | 1 | 1 | 1 | 6 | 7 | 10 | -3 | 6 | -6

Complete entries, looked up by structure. Screens in order: SENP1 inh, hIAP activ, A3A deaminase, mIAP act, NLRP3 yeast inh, hIAP inh, APOBEC3G inh, MIN6 prolif, mIAP block
Listed for `Cc1nc(N(C)C)ncc1C(=O)O` → 1, 1.2, -2, 0.99, -2, -24, -8, 1, 1
Listed for `CN1CCN(S(=O)(=O)c2ccc(Sc3nnnn3-c3ccccc3)c([N+](=O)[O-])c2)CC1` → 1, 0.97, 1, 0.93, 2, 3, 0, -6, 7

Next part.
11. CCN(CC)CC#CC(C)OCOCC#CCOC (configuration not stated)
12. COc1ccc(CC(=O)NCc2ccccc2)cc1
13. CC(=O)NCc1nc2ccccc2n1C(C)C
14. FC(F)Sc1ccc(NC(=S)NC2CCCC2)cc1
15. Cc1cc(N2CCN(c3nc(-c4ccccc4)cs3)CC2)c2ccccc2n1
16. Cc1ccc(C(=O)NC(=S)N2CCN(c3cc(C)ccc3C)CC2)cc1
17. Cc1nc2cc(CC(=O)O)ccc2o1
18. CC1CCc2c(C(=O)NCCCN3CCOCC3)csc2C1 (configuration not stated)
19. Cc1cccc2cc(C3CC(c4cccs4)=NN3C(=O)CCC(=O)O)c(Cl)nc12 (configuration not stated)
20. Cc1c(C(=O)Nc2ccc(OCc3ccccc3)cc2)cccc1[N+](=O)[O-]
Screen / compound no. | 11 | 12 | 13 | 14 | 15 | 16 | 17 | 18 | 19 | 20
SENP1 inh | -1 | 1 | 0 | 1 | 1 | 1 | 1 | -1 | 1 | 1
hIAP activ | 1.1 | 0.98 | 0.81 | 1.2 | 0.92 | 1.2 | 1.1 | 1.1 | 1 | 0.91
A3A deaminase | 0 | -7 | -9 | -7 | 0 | 3 | 1 | -6 | -7 | 6
mIAP act | 1 | 0.96 | 0.98 | 2.6* | 0.97 | 1 | 1 | 1 | 0.98 | 1
NLRP3 yeast inh | 13 | 20 | 6 | 10 | -1 | 36 | 3 | 12 | -6 | 19
hIAP inh | -11 | 2 | 19 | -17 | 8 | -21 | -6 | -13 | -3 | 9
APOBEC3G inh | -3 | -6 | -7 | -2 | -5 | 2 | -2 | -1 | -9 | 0
MIN6 prolif | -1 | -1 | -3 | -5 | -6 | -7 | 0 | -3 | -1 | -3
mIAP block | -3 | 4 | 2 | -156 | 3 | -2 | -3 | -4 | 2 | 0

21. O=C(NNc1c(F)c(F)cc(F)c1F)c1ccco1
22. Oc1ccc(-c2csc(-c3cccnc3)n2)c(O)c1
23. CC(C)Cn1cnc2c1c(=O)n(CC(=O)O)c(=O)n2Cc1ccccc1
24. NC(=O)C1=C[C@H](c2csc3ccccc23)C[C@H](OCc2ccc(CO)cc2)O1
25. CC(=O)C(=Nc1ccccc1Cl)NNc1ccc(Cl)cc1
26. COc1ccc(Cl)cc1N(C(C)C(=O)O)S(C)(=O)=O (configuration not stated)
27. CC(=O)c1cccc(NC(=O)N2CCCC2C(=O)NC2CCCC2)c1 (configuration not stated)
28. O=C(CN1CCCC1)NCC12CC3CC(CC(C3)C1)C2
29. CC(=O)Nc1cccc(C(=O)OC(C(=O)c2ccc(C)c(C)c2)c2ccccc2)c1 (configuration not stated)
30. CC(=O)Nc1ccc(-c2cn3ccsc3n2)cc1
Screen / compound no. | 21 | 22 | 23 | 24 | 25 | 26 | 27 | 28 | 29 | 30
SENP1 inh | 1 | 0 | 2 | -2 | -2 | 1 | 1 | -2 | 3 | 0
hIAP activ | 0.84 | 0.89 | 1 | 1.1 | 1.7 | 1.1 | 1.1 | 1 | 1.1 | 1
A3A deaminase | 0 | 1 | 0 | 0 | -3 | -1 | 0 | 1 | 0 | 3
mIAP act | 0.93 | 0.94 | 0.94 | 1 | 0.89 | 1 | 0.97 | 1 | 1 | 0.98
NLRP3 yeast inh | 14 | 32 | 15 | 12 | 12 | -7 | 11 | 0 | 11 | 11
hIAP inh | 16 | 11 | -5 | -7 | -71 | -10 | -8 | -1 | -6 | -5
APOBEC3G inh | 1 | -1 | -8 | -9 | 7 | 0 | -10 | 1 | 5 | 3
MIN6 prolif | -2 | -1 | 2 | 2 | -6 | 5 | 7 | -2 | -7 | -1
mIAP block | 7 | 6 | 6 | -2 | 11 | -4 | 3 | -5 | 0 | 2

31. CCOc1cc(Br)c(/C=C2/C(=O)N(C)C(=S)N2CC(=O)OC)cc1OC
32. Cc1ccc(C2=NNC(C(O)C(O)C(O)C(O)CO)S2)cc1 (configuration not stated)
33. c1ccc(OCc2nnc3sc(-c4cccs4)nn23)cc1
34. Cc1cc(C)nc(NC(=O)CSc2nnnn2-c2ccccc2)n1
35. S=c1nc(C2CCCCC2)[nH]c2ccccc12
36. COc1ccc(C(OC(=O)c2c(C)noc2C)C(=O)NC2CCCC2)cc1 (configuration not stated)
37. CCO[C@@H]1OC(C(=O)N2CCN(Cc3ccc4c(c3)OCO4)CC2)=C[C@H](c2ccc3c(c2)OCO3)[C@H]1CCCO
38. COc1ccccc1-n1c(SCC(=O)Nc2cccc3ccccc23)nc(O)cc1=O
39. COC(=O)CSc1nc2ccc(C)cc2[nH]1
40. Cc1cccc(Cl)c1NNC(=O)Nc1c([N+](=O)[O-])c(C)nn1C
Screen / compound no. | 31 | 32 | 33 | 34 | 35 | 36 | 37 | 38 | 39 | 40
SENP1 inh | -26 | -1 | -3 | -4 | 4 | 2 | . | 0 | 1 | -1
hIAP activ | 0.84 | 0.93 | 0.91 | 0.96 | 0.86 | 1 | 0.8 | 0.97 | 1 | 1.1
A3A deaminase | -3 | -1 | 4 | -3 | -2 | 2 | 1 | -2 | -1 | 3
mIAP act | 0.93 | 1.1 | 0.81 | 0.89 | 0.82 | 0.96 | 1 | 0.99 | 1.1 | 1
NLRP3 yeast inh | -1 | 18 | -15 | -10 | 19 | 10 | 13 | -5 | 7 | 15
hIAP inh | 16 | 8 | 9 | 4 | 14 | -2 | 20 | 3 | -3 | -10
APOBEC3G inh | -5 | -1 | 67* | -4 | -11 | -2 | 1 | -4 | -5 | 2
MIN6 prolif | -3 | -2 | -1 | -2 | 3 | 0 | -3 | -4 | 0 | -2
mIAP block | 7 | -14 | 20 | 11 | 18 | 4 | -4 | 1 | -5 | -2

41. O=C(c1ccccc1)c1nnc(-c2ccccc2F)o1
42. Cc1ccc(C(=O)CCC(=O)N(C)CC(=O)Nc2c(Cl)cccc2Cl)cc1
43. CCn1c(SC(C)C(=O)Nc2nccs2)nnc1-c1ccncc1 (configuration not stated)
44. Cc1ccc(S(=O)(=O)Nc2ccc3c(c2)nc(CCN2CCCCC2)n3C)cc1
45. CC(O)[C@H]1CNCCN1CC1(c2ccccc2)CC1 (some centres not stated)
46. Cc1noc(C)c1S(=O)(=O)Nc1ccc(C(=O)N2CCc3ccccc3C2)cc1
47. CCN(CC)S(=O)(=O)c1cccc(NC(=O)c2cccc(S(=O)(=O)N3CCCC3)c2)c1
48. CSc1nsc(SCC(=O)N2CCc3ccccc32)n1
49. CCc1nnc(NC(=O)CCC(=O)Nc2ccc(OC)cc2OC)s1
50. COc1nc2c(C)cccc2cc1-c1noc(-c2ccco2)n1
Screen / compound no. | 41 | 42 | 43 | 44 | 45 | 46 | 47 | 48 | 49 | 50
SENP1 inh | 0 | -1 | 0 | 2 | 0 | 0 | 0 | 0 | 2 | -17
hIAP activ | 0.92 | 0.81 | 0.85 | 1.1 | 0.97 | 1.1 | 0.97 | 1.2 | 1.2 | 0.81
A3A deaminase | -1 | -3 | -7 | -5 | -2 | 0 | -3 | 2 | -4 | -1
mIAP act | 0.95 | 0.98 | 0.95 | 1.1 | 0.91 | 1 | 0.95 | 1 | 0.96 | 0.93
NLRP3 yeast inh | 11 | 3 | -9 | 2 | 13 | 9 | 13 | 23 | 24 | 9
hIAP inh | 8 | 19 | 15 | -10 | 2 | -12 | 3 | -18 | -21 | 19
APOBEC3G inh | 1 | -3 | -8 | -5 | -2 | 0 | -8 | 0 | -1 | -6
MIN6 prolif | -4 | 0 | -3 | -4 | -1 | -1 | -3 | -3 | -3 | 0
mIAP block | 5 | 2 | 5 | -15 | 10 | 0 | 5 | -2 | 4 | 7

51. CCCCc1nc2n[nH]c(N)c2c2c1CSC(C)(C)C2
52. Cc1cc(C)c2c(N)c(C(=O)NCc3ccco3)sc2n1
53. O=C(CCCC(=O)N(CC(=O)NC1CCCC1)c1ccc(F)c(Cl)c1)Nc1ccccn1
54. O=C(c1ccncc1)N1N=C(C2CCCCC2)CC1(O)C(F)(F)F (configuration not stated)
55. COc1ccc(CNC(=O)C(c2ccc(C)cc2)N(Cc2cccs2)C(=O)c2ccc3c(c2)OCCO3)cc1 (configuration not stated)
Screen / compound no. | 51 | 52 | 53 | 54 | 55
SENP1 inh | 1 | -27 | 5 | -1 | 3
hIAP activ | 0.97 | 1 | 1.2 | 0.8 | 0.93
A3A deaminase | 0 | -2 | -3 | -4 | -2
mIAP act | 0.9 | 0.95 | 1.1 | 0.97 | 1.6
NLRP3 yeast inh | 11 | 18 | 14 | -6 | 19
hIAP inh | 3 | -4 | -22 | 20 | 7
APOBEC3G inh | -6 | -7 | -7 | -7 | -7
MIN6 prolif | -3 | -2 | 1 | 3 | -5
mIAP block | 10 | 5 | -9 | 3 | -58
